# GCN5L2 inh = GCN5L2 (KAT2A) acetyltransferase inhibition; Q92830; GCN5L2 HAT assay, ThioGlo1 CoA-SH fluorescence; hit rate 0.21% among 390,000; Potency, µM (top dose mostly 58.9 µM), without a hit: at the highest dose activity change, negative = inhibition, actives largely listed as inhibitors
# Target sequence (Q92830 whole entry, looked up): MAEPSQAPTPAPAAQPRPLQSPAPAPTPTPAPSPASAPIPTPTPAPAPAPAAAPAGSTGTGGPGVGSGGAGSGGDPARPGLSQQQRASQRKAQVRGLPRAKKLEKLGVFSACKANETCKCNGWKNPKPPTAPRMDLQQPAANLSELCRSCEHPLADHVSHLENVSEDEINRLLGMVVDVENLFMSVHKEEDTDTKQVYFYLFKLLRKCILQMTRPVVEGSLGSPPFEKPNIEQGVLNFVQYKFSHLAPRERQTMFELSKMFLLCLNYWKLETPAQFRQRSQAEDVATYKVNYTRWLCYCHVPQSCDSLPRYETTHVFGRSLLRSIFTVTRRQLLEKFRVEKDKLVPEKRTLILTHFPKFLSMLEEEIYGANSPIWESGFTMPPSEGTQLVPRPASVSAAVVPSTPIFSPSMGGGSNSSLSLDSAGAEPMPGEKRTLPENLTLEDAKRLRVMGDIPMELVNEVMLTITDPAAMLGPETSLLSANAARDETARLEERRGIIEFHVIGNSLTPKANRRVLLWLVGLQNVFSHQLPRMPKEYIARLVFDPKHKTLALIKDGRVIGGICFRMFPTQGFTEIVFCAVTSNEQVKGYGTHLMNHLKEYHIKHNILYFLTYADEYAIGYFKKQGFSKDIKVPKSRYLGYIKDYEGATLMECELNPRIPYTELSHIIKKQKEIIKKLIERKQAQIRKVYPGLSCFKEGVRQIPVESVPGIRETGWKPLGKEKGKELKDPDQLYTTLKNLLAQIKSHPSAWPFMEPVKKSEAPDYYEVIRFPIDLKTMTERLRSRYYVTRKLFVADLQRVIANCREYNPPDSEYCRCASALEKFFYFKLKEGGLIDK
#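 Compounds, pin-transferred from DMSO stocks, meet 20nM GCN5L2 for 15 min before the reaction begins with H3(1-25) peptide (75uM) and acetyl-CoA (70uM). Thiol-reactive ThioGlo1 reports CoA release over 20 min at room temperature.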
# FEN1 inhibitor = blocks human flap endonuclease 1; Potency, µM (highest dose often 114 µM), for the others: top-dose activity change, negative = inhibition, hits mostly inhibitors; P39748; hit rate 0.35% among 390,000; Recombinant FEN1 flap cleavage, fluorescence, 15 min; further: nearly all actives have a fitted effect of over 65% in size
#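 Potency values derive from four-parameter Hill fits of normalized qHTS data. The reaction used 10 nM FEN1 preincubated 15 min at room temperature with compound, then 50 nM DNA substrate, read at 0 and 15 min.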
# N370S GC mod = inhibits or activates N370S mutant glucocerebrosidase; P04062; N370S GC spleen homogenate, 4MU-glucoside fluorescence; Potency, µM (titrated, usually from 59.4 µM), without a hit: at the highest dose activity change, negative = inhibition, hits mostly inhibitors; hit rate 0.092% among 330,000;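 further: 0% = full enzyme activity and -100% = no enzyme basal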
# Starred values were filed as active, the others as inactive; ? = inconclusive; nt = not tested or not shown; & = joins results of further samples. The call rests on the fitted dose curve; in most records, active means well fitted curve in the direction sought with a large enough effect; inconclusive means small, poorly fitted or top-dose-only effect, or another doubt; inactive means no such curve, though single readings can be large; an effect the other way counts as inactive or inconclusive. Unless noted, on the % scale 0 is the no-effect control and ±100 the full control effect; potency means the concentration at half of the fitted maximal effect. This is a subset, so the mix of outcomes need not match the whole.
SMILES,GCN5L2 inh,FEN1 inhibitor,N370S GC mod
CCN(CC)S(=O)(=O)c1cccc(NC(=O)COC(=O)CNC(=O)c2cccc(F)c2)c1,17.7%,-14.6%,2.9%
CCOc1ccc(CCNC(=O)c2ccc(C)c(NC3=NC4CS(=O)(=O)CC4S3)c2)cc1 (stereo unspecified),-4.7%,-6.6%,1.6%
O=C(NCc1ccco1)c1c[nH]c2ccc(S(=O)(=O)N3CCOCC3)cc2c1=O,-5.6%,-2.6%,1.7%
O=C(O)C1(Cc2nc3ccccc3[nH]2)CCCC1,-1.2%,12.0%,-7.4%
COc1cc2c(cc1NC(=O)c1ccccc1F)CCCC2,-8.5%,-7.2%,12.3%
Cc1cc2c(c(Sc3ccccc3)n1)C(=O)OC2,-14.6%,-10.5%,4.4%
NC(=O)c1c(NC(=O)c2ccccc2F)sc2c1CCCC2,-10.9%,4.0%,?
CSc1nnc(NC(=O)CCc2ccccc2)s1,5.7%,0.9%,-7.6%
Cc1ccc(NC(=O)COC(=O)c2ccc(CN3CCCC3=O)cc2)c(Cl)c1,1.7%,2.6%,nt
CCS(=O)(=O)c1nc(S(=O)(=O)c2ccc(C)cc2)c(N2CCN(C)CC2)s1,-1.2%,-2.8%,-7.6%
CS(=O)(=O)N(Cc1ccc(Cl)cc1)c1ccc(C(=O)N/N=C/c2cc3ccccc3nc2Cl)cc1,2.2%,7.3%,-8.8%
COc1ccccc1NC(=O)c1ccccc1N(Cc1ccccc1)S(C)(=O)=O,-1.5%,10.7%,-24.8%
CCOC(=O)c1ccc(NC(=O)N2CCCCCC2)cc1,-1.8%,-2.4%,2.1%
COc1ccc(OCC(O)Cn2c(Nc3ccccc3)nc3c2c(=O)n(C)c(=O)n3C)cc1 (stereo unspecified),0.3%,7.6%,-3.3%
CCCN(C(=O)c1cn(C)c(=O)c2ccccc12)c1ccccc1C,-5.9%&-7.1%,-4.4%&-4.9%,-4.5%
COc1cc(C(=O)Nc2nc(OC)c(-c3ccccc3)c(OC)n2)cc(OC)c1OC,-9.3%,?,-0.6%
COc1ccc(C)c(-n2c(N)cc(=O)n(Cc3ccccc3)c2=O)c1,-0.9%,-11.0%,3.4%
CC1CCC2(CC1)NC(=O)N(CC(=O)NC1CCCCC1C)C2=O (stereo unspecified),-5.2%,-2.1%,nt
O=C(NCc1ccco1)C1CCCCN1S(=O)(=O)c1ccc(F)cc1 (stereo unspecified),-1.8%,7.3%,-0.9%
Cc1ccc(CCNC(=O)C(CC(C)C)NS(=O)(=O)c2ccc3c(c2)oc(=O)n3C)cc1 (stereo unspecified),-1.9%,16.5%,nt
CC1=CC(=O)C=CC1(C)C(Cl)Cl (stereo unspecified),-4.8%,1.6%,-18.0%
O=C(COC(=O)C12CC3CC(CC(O)(C3)C1)C2)Nc1ccc(Cl)cc1F,0.9%,11.2%,nt
C=CCn1c(SCC(=O)Nc2cc(C)on2)nc2sc(C)c(C)c2c1=O,-0.4%,-8.8%,28.6%
Cc1ccc(C(=O)/C=C/Nc2ccccc2C(N)=O)o1,nt,4.2%,5.3%

# Reprinted at random: 3 entries already listed
SMILES,GCN5L2 inh,FEN1 inhibitor,N370S GC mod
COc1ccc(OCC(O)Cn2c(Nc3ccccc3)nc3c2c(=O)n(C)c(=O)n3C)cc1 (stereo unspecified),0.3%,7.6%,-3.3%
CC1CCC2(CC1)NC(=O)N(CC(=O)NC1CCCCC1C)C2=O (stereo unspecified),-5.2%,-2.1%,nt
C=CCn1c(SCC(=O)Nc2cc(C)on2)nc2sc(C)c(C)c2c1=O,-0.4%,-8.8%,28.6%

# More structures.
SMILES,GCN5L2 inh,FEN1 inhibitor,N370S GC mod
Cc1ccccc1Cn1c(CN2CCC(C(=O)NCc3cccnc3)CC2)cc2ccccc21,-10.8%,-21.7%,nt
COc1ccc(-c2cc(C(=O)Nc3c(C)n(C)n(-c4ccccc4)c3=O)no2)cc1,-4.7%&-6.4%,25.9%&18.2%,-5.5%
CC(=O)Nc1nc(SCc2cccc3ccccc23)n[nH]1,-31.6%,-4.6%,-4.4%
Nc1nnc(CCOc2ccc(Cl)cc2)s1,-9.9%,0.4%,0.3%
Cc1nnc2n(-c3ccc(Cl)cc3)c(=O)c3c4c(sc3n12)CN(C)CC4,-2.4%,nt,8.5%
NC(=O)c1ccc(NC(=O)CN2CCN(S(=O)(=O)c3ccc4ccccc4c3)CC2)cc1,-3.6%,10.3%,nt
N/C(=N\NC(=O)c1cccs1)c1cc2cc(Cl)ccc2oc1=O,-0.7%,13.4%,3.1%
O=C(CSc1nnc(NC(=O)C2CC2)s1)NCc1ccco1,-0.7%,-3.2%,4.7%
Cc1ccc2c(c1)C(=O)C(=O)N2CC(=O)Nc1ccccc1NC(=O)c1ccccn1,-5.4%,4.1%,-6.0%
COC(=O)CSC(C(=O)Nc1ccc(C)c(C)c1)c1ccccc1 (stereo unspecified),0.8%,-5.8%,2.5%
COc1ccc(C(=O)COC(=O)c2cc([N+](=O)[O-])ccc2N2CCOCC2)c(OC)c1,-15.4%,-2.8%,6.5%
CSc1ccc(C2c3c(oc4cc(C)cc(C)c4c3=O)C(=O)N2Cc2ccco2)cc1 (stereo unspecified),-2.1%,4.0%,nt

# Gathered by group: those above with a Cl atom (7)
SMILES,GCN5L2 inh,FEN1 inhibitor,N370S GC mod
Cc1ccc(NC(=O)COC(=O)c2ccc(CN3CCCC3=O)cc2)c(Cl)c1,1.7%,2.6%,nt
CS(=O)(=O)N(Cc1ccc(Cl)cc1)c1ccc(C(=O)N/N=C/c2cc3ccccc3nc2Cl)cc1,2.2%,7.3%,-8.8%
CC1=CC(=O)C=CC1(C)C(Cl)Cl (stereo unspecified),-4.8%,1.6%,-18.0%
O=C(COC(=O)C12CC3CC(CC(O)(C3)C1)C2)Nc1ccc(Cl)cc1F,0.9%,11.2%,nt
Nc1nnc(CCOc2ccc(Cl)cc2)s1,-9.9%,0.4%,0.3%
Cc1nnc2n(-c3ccc(Cl)cc3)c(=O)c3c4c(sc3n12)CN(C)CC4,-2.4%,nt,8.5%
N/C(=N\NC(=O)c1cccs1)c1cc2cc(Cl)ccc2oc1=O,-0.7%,13.4%,3.1%

# Remaining list, next part:
SMILES,GCN5L2 inh,FEN1 inhibitor,N370S GC mod
N#Cc1c(NC(=O)c2ccc(Cn3cc(Br)cn3)o2)sc2c1CCCCCC2,?,?,?
CCOc1ccc(OCCN2CCCCC2)cc1,-4.1%,-6.5%,-1.9%
CCOC(=O)[C@@H]1[C@H]2COc3cc(OC)ccc3[C@@H]2N2C(=O)N(c3cccc(Cl)c3)C(=O)[C@]12C,-2.0%,-11.1%,-3.1%
COc1ccccc1-n1c(SCC(=O)NC2CC2)nc2ccccc2c1=O,-1.5%,-11.7%,nt
CCn1c2ccccc2c2cc(NC(=O)COC(=O)c3ccccc3F)ccc21,-1.5%,-4.0%,2.0%
CCOc1cccc2c1N[C@@H](c1ccc(C(=O)O)cc1)[C@H]1CC=C[C@@H]21,-18.0%,14.1µM*,nt
CCOc1cc(/C=C2\C(=O)N(c3cccc(C(=O)O)c3)N=C2C(F)(F)F)ccc1OCC(=O)Nc1ccccc1OC,?,nt,?
CCn1c(=S)[nH]c2cc(C(=O)O)ccc21,-10.6%,nt,11.0%
O=C(NCCCN1CCCC1=O)c1ccc(NS(=O)(=O)c2ccc(F)cc2)cc1,-3.1%,19.6%,nt
CC(C)CNc1nc(Oc2ccc(=O)[nH]n2)nc(N2CCOCC2)n1,-15.2%,-4.7%,3.7%
COc1ccccc1NC(=O)c1ccc(S(=O)(=O)N(C)c2ccccc2)cc1,-5.7%,-12.5%,nt
COC(=O)Cn1cc([N+](=O)[O-])nc1C,-4.9%,-0.8%,-2.8%
Cc1cc(NC(=O)CSc2nc(C3CC3)nc3sc(C)c(C)c23)no1,-10.6%,6.4%,0.9%
CC(C)CC(NC(=O)C1CCCCC1)C(=O)N1CCN(c2ccccn2)CC1 (stereo unspecified),-0.6%,5.9%,2.4%
COc1cc(O)c(C(CCN2CCCC(C)C2)c2ccc3c(c2)OCO3)c(OC)c1 (stereo unspecified),3.8%,-21.2%&12.5%,-11.2%&3.9%
Cc1cc(C)c2c(c1)C(=O)/C(=C/c1ccc(C(=O)O)cc1)CC2,-2.6%,1.6%,-7.9%
CCOC(=O)c1noc2ncnc(Nc3cccc(OC)c3)c12,?,-6.6%,nt
CCOC(=O)C1CCC(CN(Cc2ccc(OC)cc2)S(=O)(=O)c2ccc(F)c(C(=O)Nc3ccc(C)c(C)c3)c2)CC1 (stereo unspecified),-0.9%,-2.9%,nt
Cc1ccc(NC(=O)c2ccc([N+](=O)[O-])o2)cc1C,-9.0%,6.5%,-17.3%
CC(/C=C/c1ccccc1)=N/NC(=O)CNC(=O)c1ccccc1F,-2.8%,-3.7%,-6.5%
O=c1c(-c2ccc(O)cc2O)coc2cc(O)cc(O)c12,-1.6%,2.7%,2.7%
CCOCCCn1c(SCC(=O)Nc2cccc(S(=O)(=O)NC3=NCCCCC3)c2)nc2ccccc2c1=O,-2.5%,-19.1%,2.7%
COc1ccc(CNC(=O)c2ccc(CS(=O)Cc3ccccc3Cl)o2)cc1 (stereo unspecified),0.5%,-4.2%,nt
CCOC(=O)Cn1c(=O)oc2cc(S(=O)(=O)N(C)c3ccc(OC)cc3)ccc21,0.4%,-7.1%,-5.7%

# The final three records of the section before open the next one:
SMILES,GCN5L2 inh,FEN1 inhibitor,N370S GC mod
CCOCCCn1c(SCC(=O)Nc2cccc(S(=O)(=O)NC3=NCCCCC3)c2)nc2ccccc2c1=O,-2.5%,-19.1%,2.7%
COc1ccc(CNC(=O)c2ccc(CS(=O)Cc3ccccc3Cl)o2)cc1 (stereo unspecified),0.5%,-4.2%,nt
CCOC(=O)Cn1c(=O)oc2cc(S(=O)(=O)N(C)c3ccc(OC)cc3)ccc21,0.4%,-7.1%,-5.7%
O=c1[nH]c(SCc2ccccc2Cl)nc2c1cnn2-c1ccccc1,0.2%,0.1%,-4.4%
C=CCCC(=O)N1CCC(n2nccc2NC(=O)c2ccccc2C)CC1,?,4.5%,-2.1%
CCN(CC)c1ccc(/C=N/NC(=O)c2cccc(S(=O)(=O)N3CCOCC3)c2)c(O)c1,3.1%,-12.2%,-7.2%
Cc1ccc(NC(=O)C(=O)NCC(c2cccnc2)N2CCN(Cc3ccccc3)CC2)cc1 (stereo unspecified),-2.3%,14.1%,nt
CN1C=CC=C/C1=C1/SC(=S)N(Cc2ccccc2)C1=O,-6.4%,-5.2%,6.1%
CCc1ccc(-n2nc(C)c3c(C)cc(=O)n(CC(=O)Nc4ccc(OC)c(OC)c4)c32)cc1,-1.4%,25.1%,nt
O=C1NCCN1Cc1cccc(Cl)c1,0.3%,-2.1%,-0.5%
C=CCOC(=O)C1=C[C@H](c2cn(C(C)=O)c3ccccc23)C[C@H](OCCCCO)O1,-6.3%,0.3%,8.1%
CCNC(=O)NC(=O)COC(=O)CCCSc1nc2ccccc2s1,-1.7%,6.3%,17.3%
O=C(CCc1ccccc1)N/N=C\C1CC=CCC1 (stereo unspecified),2.2%,5.2%,-0.2%
O=C(NCCS(=O)(=O)N1CCN(c2ccccc2)CC1)C1CC(=O)N(c2ccccc2)C1 (stereo unspecified),-5.6%&-8.4%,-12.0%&2.3%,-2.9%
CC1=C(C(=O)N2CCOCC2)C(c2cc(C)ccc2C)NC(=S)N1 (stereo unspecified),-3.8%,0.5%,-8.6%
CCc1nnc(NC(=O)CSc2nc(C)cs2)s1,-8.6%,10.6%,-8.7%
C=CCCCN(Cc1ccccc1)S(=O)(=O)c1ccccc1Br,-19.0%,-12.1%&8.4%,-1.3%&12.8%
c1ccc(Nc2c3c(nc4ccccc24)CCC3)cc1,-4.8%,7.5%,-3.7%
Cc1coc2c(C)c3oc(=O)c(CCC(=O)NCc4ccccn4)c(C)c3cc12,-1.5%,3.0%,0.9%
Cc1c(C(=O)Nc2nonc2-c2ccc(F)cc2)oc2ccc(F)cc12,-9.2%,-26.0%,1.6%
CCOC(=O)c1c(NC(=O)COC(=O)c2cnc(C)cn2)sc(C(=O)N(C)C)c1C,1.8%,1.2%,-0.4%

# Three of the entries above in order of the N370S GC mod value, high to low.
SMILES,GCN5L2 inh,N370S GC mod
CCNC(=O)NC(=O)COC(=O)CCCSc1nc2ccccc2s1,-1.7%,17.3%
Cc1cc(NC(=O)CSc2nc(C3CC3)nc3sc(C)c(C)c23)no1,-10.6%,0.9%
Cc1ccc(NC(=O)c2ccc([N+](=O)[O-])o2)cc1C,-9.0%,-17.3%
